High-throughput results deposited in PubChem BioAssay by National Center for Advancing Translational Sciences (NCATS).
mIDH1 inhibitor: inhibitors of human mutant IDH1 R132H; O75874; IDH1-R132H enzyme, NADPH consumption, diaphorase/resazurin fluorescence; Potency, µM (highest dose often 76.6 µM), for the others: top-dose activity change, negative = inhibition, actives largely listed as inhibitors; 390,000 compounds, 0.093% hits; AID 602179; further: potency means the concentration at half of the fitted maximal effect; on the % scale 0 is the no-effect control and ±100 the full control effect; nearly all actives have a fitted effect of over 65% in size
Target sequence (O75874 whole entry R132H, stated change not applied): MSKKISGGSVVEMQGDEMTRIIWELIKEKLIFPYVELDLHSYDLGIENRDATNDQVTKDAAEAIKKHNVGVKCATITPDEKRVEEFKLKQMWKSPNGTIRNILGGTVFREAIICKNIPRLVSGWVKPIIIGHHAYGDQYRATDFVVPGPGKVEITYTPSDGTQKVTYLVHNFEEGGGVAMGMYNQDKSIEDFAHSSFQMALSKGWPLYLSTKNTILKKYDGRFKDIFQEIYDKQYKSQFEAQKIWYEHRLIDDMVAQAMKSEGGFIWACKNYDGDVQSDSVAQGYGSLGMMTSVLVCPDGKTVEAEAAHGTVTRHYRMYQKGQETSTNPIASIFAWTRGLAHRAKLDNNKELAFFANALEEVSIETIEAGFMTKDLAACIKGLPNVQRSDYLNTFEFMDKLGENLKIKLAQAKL
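IDH1-R132H (0.5 ug/mL) preincubated 30 min with compound, then NADPH (0.016 mM) and alpha-KG (2 mM) added; 80 min at RT, pH 7.5. Remaining NADPH coupled via diaphorase/resazurin to fluorescence (540/590 nm); concentration-response curves normalized to no-enzyme control.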
RXFP1 ag: agonists of human relaxin receptor RXFP1; 370,000 compounds, 0.3% hits; Potency, µM (highest dose often 57.5 µM), inactives show top-dose activation, most hits filed as activators; Q9HBX9; HEK293T-RXFP1 cAMP TR-FRET, 30 min; response scale: percent of porcine relaxin response, buffer zero; further: potency means the concentration at half of the fitted maximal effect; on the % scale 0 is the no-effect control and ±100 the full control effect; nearly all actives have a fitted effect of over 60% in size; many of its hits are not listed in these tables
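HEK293 cells stably expressing RXFP1, treated 30 min at 37C with compounds plus PDE4 inhibitor Ro 20174; cAMP measured by HTRF TR-FRET. Normalized to buffer and 29 nM porcine relaxin; EC50 by Hill fit.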
PI4K2A block: inhibitors of human PI4K2A; 420,000 compounds, 0.13% hits; purified PI4K2A, ADP-Glo luminescence, 1 h; active compounds read low; Q9BTU6; activity change, negative = inhibition, % at 76.9 µM; AID 1346378; in the data active means activity change below about -50%; inconclusive means mostly about -30% to -49%;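 further: -100% = wells without enzyme as full effect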
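ADP-Glo luminescence measured ADP generated by PI4K2A enzyme (4 ug/mL before mixing) with 1.2 mM PI substrate (pre-mix) and 300 microM ATP (pre-mix). Tris pH7.5 buffer with MgCl2, Triton X-100; 1 h reaction at ambient temperature.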
TrxR1 substrate: substrates of rat thioredoxin reductase 1; purified TrxR1 substrate turnover, NADPH consumption readout; Potency, µM (highest dose often 114 µM), for inactives: at the top dose activity change, negative = substrate turnover; 390,000 compounds, 0.01% hits; further: potency means the concentration at half of the fitted maximal effect; on the % scale 0 is the no-effect control and ±100 the full control effect; nearly all actives have a fitted effect of over 50% in size
Target sequence (O89049 whole entry, looked up): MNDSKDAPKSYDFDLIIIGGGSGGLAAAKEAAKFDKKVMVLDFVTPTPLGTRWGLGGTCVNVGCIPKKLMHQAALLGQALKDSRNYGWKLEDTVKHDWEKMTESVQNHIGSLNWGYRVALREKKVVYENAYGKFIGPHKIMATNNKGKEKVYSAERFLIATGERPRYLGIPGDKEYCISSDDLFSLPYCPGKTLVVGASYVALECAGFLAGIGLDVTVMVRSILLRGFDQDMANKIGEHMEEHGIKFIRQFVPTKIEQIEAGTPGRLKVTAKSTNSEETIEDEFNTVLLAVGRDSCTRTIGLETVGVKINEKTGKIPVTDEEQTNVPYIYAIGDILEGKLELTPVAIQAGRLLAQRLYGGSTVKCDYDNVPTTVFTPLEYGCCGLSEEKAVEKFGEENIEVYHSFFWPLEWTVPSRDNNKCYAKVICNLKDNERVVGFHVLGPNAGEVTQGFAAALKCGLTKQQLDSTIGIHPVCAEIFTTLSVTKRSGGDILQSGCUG
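Rat TrxR1, dispensed at 90 nM, was prereduced with 400 uM NADPH (final) for 5 min at ~22 deg C, then incubated with compound 15 min before 400 uM selenite. A first-read NADPH fluorescence drop versus no-compound background flagged substrates.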
LDHA inh: LDHA (human) enzyme inhibition | P00338 | purified LDHA, NADH/diaphorase-resazurin fluorescence; active compounds read low | activity change, % (values are at about 110 or 230 µM) | 480,000 compounds, 0.15% hits | AID 1347041; in the data active means activity change below about -30%; inconclusive means mostly about -25% to -30%;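 further: plate controls were DMSO wells for no effect and wells without enzyme for full effect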
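LDH5 2 nM; NADH 0.06 mM, pyruvate 0.2 mM; 200 mM Tris pH 7.4, EDTA, Tween-20; 5 min RT. Detection: diaphorase 0.133 mg/mL + resazurin 37 µM, fluorescence ex540/em590 at 0 and 20 min; normalized to enzyme-free and DMSO wells.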
Vif-A3F inh: inhibitors of Vif-A3F interaction | Potency, µM (top dose mostly 46.1 µM), for inactives: top-dose activity, negative = active | HeLa A3F-eYFP + Vif (tagged APOBEC3F with the HIV-1 protein that degrades it), YFP fluorescence increase | 390,000 compounds, 0.2% hits; further: potency means the concentration at half of the fitted maximal effect; % of control where 0% means no effect; nearly all actives have a fitted effect of over 65% in size
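Fluorescence increase (Ex 488/Em 500-530) after overnight compound treatment at 37 deg C flags inhibition of Vif-driven A3F-eYFP loss in stable HeLa A3F-eYFP/Vif cells seeded overnight beforehand.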
Vif-A3G inh: inhibitors of Vif-APOBEC3G interaction; 410,000 compounds, 0.076% hits; AID 602310; HeLa A3G-eYFP + Vif (tagged APOBEC3G with the HIV-1 protein that degrades it), YFP fluorescence, overnight; Q9HC16; Potency, µM (highest dose often 46.1 µM), inactives show at the highest dose activity, negative = active, actives largely listed as inhibitors;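 further: potency means the concentration at half of the fitted maximal effect; on the % scale 0 is the no-effect control and ±100 the full control effect; nearly all actives have a fitted effect of over 60% in size; hits raise eYFP signal because A3G escapes Vif-driven loss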
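HeLa cells stably expressing Vif and C-terminally eYFP-tagged A3G, seeded overnight at 37 deg C, then exposed to compound by pintool overnight at 37 deg C. Rise in yellow fluorescence (Ex 488/Em 500-530, Acumen) marks blocked Vif-driven A3G degradation.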
USP1 inh: blocks the human USP1/UAF1 deubiquitinase complex; O94782; recombinant USP1/UAF1, Ub-Rhodamine cleavage fluorescence; Potency, µM (series often up to 57.1 µM), for inactives: top-dose activity change, negative = inhibition, actives largely listed as inhibitors; 390,000 compounds, 0.23% hits; further: potency means the concentration at half of the fitted maximal effect; on the % scale 0 is the no-effect control and ±100 the full control effect; nearly all actives have a fitted effect of over 60% in size; inactives centre near -12
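High-throughput fluorogenic screen: 1nM USP1/UAF1 complex, Ub-Rho substrate 150nM final, 50mM HEPES pH 7.8 with 0.5mM EDTA, 0.1 mg/ml BSA, 1mM TCEP and 0.01% Tween-20.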
GRP78 ERSR act: inducers of ER stress response in human glioma cells; U87-MG GRP78 promoter luciferase reporter, 16 h; Potency, µM, inactives show top-dose activation, usual class: activators; 420,000 compounds, 0.02% hits; AID 602332; further: potency means the concentration at half of the fitted maximal effect; series mostly up to about 76 µM; % of control where 0% means no effect; nearly all actives have a fitted effect of over 35% in size
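ERSR induction read as luciferase luminescence (Bright-Glo, 10 min at room temperature) in stably transfected human U87-MG glioma cells exposed to compounds for 16 h, using GRP78 as sensor.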
Numbers without * were called inactive; ? = inconclusive; . = no result given; [ ] = another dose, or the depositor's remark. Unless noted, the call rests on the fitted dose curve; in most records, active means well fitted curve in the direction sought with a large enough effect; inconclusive means small, poorly fitted or top-dose-only effect, or another doubt; inactive means no such curve, though single readings can be large; an effect the other way counts as inactive or inconclusive.

SMILES	USP1 inh	LDHA inh	GRP78 ERSR act	PI4K2A block	Vif-A3F inh	mIDH1 inhibitor	RXFP1 ag	Vif-A3G inh	TrxR1 substrate
CC(C)NC(=O)c1ccc(CNC(=O)OCC(F)(F)F)cc1	-10%	-6	-2%	4	1%	-1%	-0.9%	2%	-4%
Cc1ccn2c(Nc3ccccc3C)c(-c3ccccc3)nc2c1	4%	-6	-2%	-2	-11%	0%	3.1%	-12%	17%
COC(=O)N/N=C/c1ccc(/C=N/NC(=O)OC)cc1	-18%	-8	2%	1	15%	4%	-4.1%	0%	-10%
CCc1nc2nc(C)cc(Nc3ccc(OC)cc3OC)n2n1	-2%	-1	0%	-2	8%	-3%	2.4%	2%	-2%
COc1cc([N+](=O)[O-])ccc1NC(=O)NCCCN1CCCC1=O	-17%	-12	-3%	-3	-2%	-11%	0.4%	1%	-12%
COC(=O)c1ccc(NC(=O)N2CCCC(C(=O)c3ccccc3OC)C2)cc1 (centres undefined)	-9%	-7	4%	2	-9%	-14%	-0.1%	-9%	-1%
CCOC(=O)c1cnn(-c2ccccc2)c1NC(=O)CN1CCCCC1	-9%	-10	-4%	0	2%	-9%	1.8%	0%	-2%
O=C(N/N=C/c1ccc(Br)cc1)c1cc[n+](Cc2ccccc2)cc1	-13%	7	-3%	4	-1%	3%	-1.1%	2%	-8%[57.1 µM]
COc1cc2nc(SCC(=O)Nc3ccccc3C)n3nc(CCn4c(C)nc5ccccc54)nc3c2cc1OC	-4%	-7	.	-7	.	.	18%	.	-7%
CSc1ccccc1C(=O)Nc1cccc(C)c1	-17%	5	1%	1	-2%	4%	-0.7%	-3%	-1%
Cc1ccc(-c2nc3c(cnn3-c3ccccc3)c(=O)n2-c2ccc(Cl)cc2)cc1	-9%	-6	-1%	-3	4%	-18%	-0.1%	3%	7%
CCOC(=O)Cc1csc(SCC(=O)NC2CCCC(C)C2C)n1 (centres undefined)	-20%	0	0%	-5	0%	-3%	0.1%	1%	-9%
CCOC(=O)N1CCC(N2CCCC(C(=O)c3cccc(OC)c3)C2)CC1 (centres undefined)	-15%	-2	-1%	-4	-16%	9%	-0.1%	1%	-9%[57.1 µM]
CC(C)(C)C1CCc2c(sc(NC(=O)C3c4ccccc4Oc4ccccc43)c2C(N)=O)C1 (centres undefined)	?	-1	.	5	.	.	1.3%	.	7%
O=C(CSc1ccc2nnc(-c3ccccn3)n2n1)NCc1ccc2c(c1)OCO2	-2%	1	-4%	4	0%	18%	4.8%	-2%	2%
CCCc1nnc(NC(=O)CC(C)c2ccccc2)s1 (centres undefined)	-15%	1	-5%	-1	-5%	6%	0.6%	-4%	-5%[57.1 µM]
COc1ccc(C(=O)c2c[nH]c(C(=O)NCCCN3CCOCC3)c2)cc1	-11%	-7	-3%	0	15%	4%	-0.1%	1%	8%[57.1 µM]
Cc1cc(C)c2sc(N(CCCN(C)C)C(=O)c3ccc(S(=O)(=O)N4CCCc5ccccc54)cc3)nc2c1	-17%	1	-12%	-6	2%	10%	-0.3%	-10%	5%
CC(C)OC(=O)CC1C(=O)NCCN1C(=S)NC(=O)c1cccs1 (centres undefined)	-6%	-5	-4%	0	-1%	-9%	-0.8%	-1%	-13%
O=C(NCC(c1ccco1)N1CCCCC1)C(c1ccccc1)c1ccccc1 (centres undefined)	-15%	-1	-1%	-1	2%	3%	-3.3%	0%	-8%
CC(C)(C)n1ncc2c(=O)n(CC(=O)NCc3ccccc3Cl)cnc21	-21%	-3	-9%	5	-9%	4%	1.2%	1%	-2%
CCOC(=O)c1cc(CC)sc1NC(=O)Cc1ccsc1	-19%	-2	-8%	2	0%	13%	3.4%	-3%	-3%
NC(=O)NC(c1ccccc1)c1cccc2ccccc12 (centres undefined)	-17%	-4	-3%	-6	5%	3%	-0.7%	0%	8%
Fc1ccc(CNc2nc(-c3ccco3)cc(C(F)(F)F)n2)cc1	-22%	2	5%	0	.	5%	0.1%	-8%	0%
OC(COc1ccc(Br)cc1)CN1CCCC1 (centres undefined)	-20%	-1	3%	4	-5%	-8%	0.0%	2%	-8%
COc1ccc(CCNC(=O)CN(c2ccccc2)S(=O)(=O)N(C)C)cc1OC	-1%	-2	2%	-9	5%	5%	0.4%	1%	1%
COc1ccccc1CNc1ncnc2cc(OC)c(OC)cc12	-6%	-1	-1%	3	0%	4%	0.2%	-4%	0%
CC[C@H](C)[C@@H](C(=O)N1CCNCC1)n1cc([C@@H](N)Cc2ccc(O)cc2)nn1	-11%	-8	-3%	0	-2%	29%	-0.6%	-1%	4%[57.1 µM]
COCCCNC(=O)CC(NS(=O)(=O)c1ccc(C)cc1)c1ccco1 (centres undefined)	-4%	-5	0%	-1	-1%	5%	-2.8%	0%	9%[57.1 µM]
Cc1c(C)c2c(OCC(=O)N3CCC(C(=O)O)CC3)cc3c(c2oc1=O)CCC(C)(C)O3	13%	-3	0%	0	-1%	-9%	19%	0%	602%[activator]
Cn1c(=O)oc2ccc(C(=O)CSc3nnnn3-c3ccccc3)cc21	4%	2	-3%	-5	-4%	7%	2.2%	-3%	1%[57.1 µM]
COc1ccc(NC(=O)COC(=O)C2CCN(S(=O)(=O)c3cccs3)CC2)cc1	-19%	0	-1%	-2	-9%	17%	-0.5%	2%	1%
COc1cc(NC(=O)CCS(=O)(=O)c2ccc3c(c2)oc(=O)n3C)cc(OC)c1	-11%	-2	3%	-3	5%	-8%	3.5%	3%	9%
CN1CCN(c2ccc(S(=O)(=O)N3CCOCC3)cc2)CC1	-11%	-10	-4%	4	-14%	8%	-0.9%	0%	2%
COc1ccc(-c2nc(Cn3c(=O)cc(C)c4c(C)nn(-c5ccccc5)c43)c(C)o2)cc1OC	-21%	1	-2%	1	-7%	15%	?	-1%	10%[57.1 µM]
COc1ccc(/C(C)=N/NC(=O)CNC(=O)c2cccnc2)cc1OC	-31%	-2	-3%	2	-14%	2%	5.0%	0%	-1%
CCCCCCn1nc(C(=O)OCC(=O)NC2CCS(=O)(=O)C2)c2ccccc2c1=O (centres undefined)	1%	-2	0%	-1	3%	4%	7.0%	2%	-11%
COc1ccc(N(C(=O)c2ccco2)C(C(=O)NC2CCCC2)c2ccc(N(C)C)cc2)cc1OC (centres undefined)	-23%	-7	-4%	11	7%	-1%	1.4%	-9%	0%
CC(C)CC(=O)NNC(=O)c1ccc(Cl)cc1	0%	-1	2%	-3	-17%	-11%	-0.8%	0%	-4%
O=c1c(-c2ccc(Oc3ccccc3)cc2)[n+]([O-])c2ccccc2n1OCc1ccccn1	-24%	0	-1%	-2	-1%	6%	-0.4%	-5%	16%
Cc1c(Nc2ccc(C=O)cc2)c(=O)n(-c2ccccc2)n1C	-33%	-2	7%	-4	-11%	-1%	2.1%	-2%	-3%[57.1 µM]
CSC[C@H](NC(=O)Cc1c(C)c2cc3c(C)c(C)oc3cc2oc1=O)C(=O)N[C@@H](Cc1ccccc1)C(=O)O	-13%	1	-1%	2	3%	-11%	5.7%	0%	5%
N#Cc1c(SCC(=O)O)nc(-c2ccccc2)c2c1CCCC2	-13%	-6	4%	-20	-12%	-5%	28%	-8%	2%
Cc1ccccc1CNC(=O)CCc1cn(Cc2ccccc2C)c2ccccc12	-20%	-12	-5%	0	-5%	0%	0.0%	4%	-11%
CC(C)C[C@@H](CSc1ccc(Br)cc1)N1CCN(CCc2ccccc2)CCC1=O	?	1	-2%	1	5%	11%	1.5%	-4%	3%
COc1ccccc1C(O)(C(=O)NN(C)c1ccccc1)c1ccccc1OC	-11%	-1	-2%	-3	-16%	1%	-0.7%	0%	-3%[57.1 µM]
NC(=O)C1CCCN(C(=O)c2ccc(-c3cccc(Cl)c3Cl)o2)C1 (centres undefined)	-17%	-8	1%	2	2%	13%	3.5%	-5%	-6%[57.1 µM]
COc1ccc(Cn2c(=O)c3[nH]cnc3n(-c3ccc(C)cc3)c2=O)cc1	-9%	-1	1%	6	-16%	1%	1.7%	0%	0%
Cc1ccc(C2(C(F)(F)F)N=C3Sc4cc(C)cc(C)c4N3C(=O)N2)cc1 (centres undefined)	-9%	0	1%	2	2%	1%	0.4%	2%	3%[57.1 µM]
CCCCN(C(=O)CSc1nnc(-c2ccccc2)n1C)c1c(N)n(Cc2ccccc2)c(=O)[nH]c1=O	1%	-12	-5%	-4	-1%	4%	-0.1%	0%	-6%

Not all compounds are listed (hit frequency here may not be typical).
